Giardia kill – Giardia lamblia killing; actives 0.15% (n = 340,000); activity change, % at 7.66 µM, hits read low; Giardia lamblia trophozoite viability; in the data active means activity change below about -80%; inconclusive means between about -30% and that limit;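 further: parasites exposed to compound for two days anaerobically before the ATP read; on the % scale 0 is the no-effect control and ±100 the full control effect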
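Each well holds 100 Giardia trophozoites and compound. After two days (48 hrs) at 37 deg C in anaerobic conditions, ATP is quantified by luminescence.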
Integrin act MD – activators of alpha7 integrin expression for muscular dystrophy; alpha7betagal myoblasts, beta-gal FDG fluorescence, 48 h; Potency, µM (top dose mostly 38.3 µM), for the others: at the highest dose activation, most hits filed as activators; actives 0.064% (n = 350,000); AID 624291;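 further: potency means the concentration at half of the fitted maximal effect; 100% = response of the positive control SU9516; nearly all actives have a fitted effect of over 60% in size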
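Alpha7betagal+/- myoblasts (passage 13) were plated 16-24 hr, then exposed to compounds (1:260 dilution of DMSO stock) for 48 hours at 37C. After MPER lysis, β-galactosidase reporter activity was read as FDG fluorescence (ex 480/em 540) after 30 minutes.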
BCR signal inh – inhibitors of chronic active B-cell receptor signaling | ABC-DLBCL IkBa-CBG/CBR reporter, luminescence ratio, 4 h | Potency, µM (top dose mostly 46.1 µM), for the others: at the top dose ratio change, negative = lower green/red ratio, actives largely listed as inhibitors | actives 0.05% (n = 340,000); active means well fitted inhibition curve with a large enough effect in the signal ratio, with a control signal flat, not every such curve was filed as active; inconclusive means small, poorly fitted or top-dose-only effect, or effect the other way, or a change in a side signal; the % refers to the signal ratio;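 further: potency means the concentration at half of the fitted maximal effect; plate controls were basal doxycycline-induced cells for no effect and cells given 10 µM MG132 for full effect; MG132 reads +100%, hits lower the ratio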
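TMD8 human ABC-DLBCL cells with doxycycline-inducible IκBα–green luciferase fusion and unfused red luciferase, in 0.5% FBS medium; compounds up to 46 uM, 4 h at 37C. Green/red luminescence ratio, filter-overlap corrected, fitted to concentration-response curves.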
B2AR arrestin – recruits beta-arrestin to the human beta2-adrenergic receptor. P07550. beta-arrestin recruitment to beta2AR, cell-based reporter. Potency, µM (doses to about 46.1 µM), for the others: at the top dose activation, hits mostly activators. actives 0.02% (n = 330,000);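 further: potency means the concentration at half of the fitted maximal effect; 0% = DMSO controls and full agonism = EC100 isoproterenol or metaproterenol; nearly all actives have a fitted effect of over 65% in size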
Target sequence (P07550 whole entry, looked up): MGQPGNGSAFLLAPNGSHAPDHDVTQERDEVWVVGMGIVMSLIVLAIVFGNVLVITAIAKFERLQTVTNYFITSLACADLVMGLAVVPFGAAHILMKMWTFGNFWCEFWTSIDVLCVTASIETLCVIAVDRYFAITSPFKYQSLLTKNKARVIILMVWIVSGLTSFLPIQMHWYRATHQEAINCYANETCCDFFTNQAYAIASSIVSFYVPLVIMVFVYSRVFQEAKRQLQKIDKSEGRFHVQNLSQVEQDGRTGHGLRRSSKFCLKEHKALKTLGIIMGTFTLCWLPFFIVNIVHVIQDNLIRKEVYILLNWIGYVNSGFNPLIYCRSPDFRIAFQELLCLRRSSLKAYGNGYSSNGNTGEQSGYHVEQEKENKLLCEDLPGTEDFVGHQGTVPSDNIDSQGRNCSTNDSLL
GALK inhibitor – galactokinase (human) inhibition | P51570 | Purified GALK, Kinase-Glo residual ATP luminescence | Potency, µM (doses to about 57.5 µM), for inactives: at the top dose activity change, negative = inhibition, most hits filed as inhibitors | actives 0.007% (n = 270,000); further: potency means the concentration at half of the fitted maximal effect; on the % scale 0 is the no-effect control and ±100 the full control effect
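5 nM enzyme, 35 uM ATP, 100 uM galactose, 20 mM HEPES pH8.0, 5 mM MgCl2; 1 h RT; residual ATP by Kinase-Glo Plus luminescence, qHTS format.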
FBPA coupling cs – counter-screen for Giardia aldolase inhibitors: coupling enzyme system; coupling enzyme system counterscreen, AmpLite Red fluorescence; activity change, negative = inhibition, % at 58.2 µM, hits read low; actives 0.67% (n = 290,000); in the data active means activity change below about -30%; further: on the % scale 0 is the no-effect control and ±100 the full control effect
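Counterscreen lacking aldolase: glyceraldehyde-3-phosphate coupling-enzyme reagent preincubated 10 min at RT with compound (at 57.5 uM final), then substrate/coupling system with AmpLite Red added; fluorescence read at 525/598 nm after 20 min RT.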
Tb PFK block – blocks T. brucei phosphofructokinase; O15648; T. brucei PFK, ADP-Glo luminescence; Potency, µM (doses to about 57.5 µM), inactives show top-dose activity, negative = inhibition, hits mostly inhibitors; actives 0.17% (n = 330,000); AID 485367;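 further: potency means the concentration at half of the fitted maximal effect; 0% = uninhibited 1x PFK enzyme wells and -100% = no-enzyme wells; nearly all actives have a fitted effect of over 60% in size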
Target sequence (O15648 whole entry, looked up): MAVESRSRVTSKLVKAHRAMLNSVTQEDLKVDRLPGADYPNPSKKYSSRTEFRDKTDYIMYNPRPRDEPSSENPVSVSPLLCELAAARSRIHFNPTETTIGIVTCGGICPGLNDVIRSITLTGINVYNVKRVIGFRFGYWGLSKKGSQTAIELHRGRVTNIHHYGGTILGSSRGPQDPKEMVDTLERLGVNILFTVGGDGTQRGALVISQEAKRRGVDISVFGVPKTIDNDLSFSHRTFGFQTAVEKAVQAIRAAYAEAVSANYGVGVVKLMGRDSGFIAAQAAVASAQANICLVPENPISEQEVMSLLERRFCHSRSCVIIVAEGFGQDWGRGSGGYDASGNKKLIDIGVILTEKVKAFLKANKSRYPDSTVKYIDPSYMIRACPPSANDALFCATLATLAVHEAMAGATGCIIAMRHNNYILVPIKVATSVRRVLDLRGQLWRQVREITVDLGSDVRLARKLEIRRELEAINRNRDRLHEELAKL
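1.25 nM PFK with 0.5 mM F6P and 0.1 mM ATP in 0.1 M TEA pH 8.0, 5 mM MgCl2, incubated 45 min at room temperature; ADP measured by ADP-Glo luminescence; compounds titrated up to 57 uM.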
PKM2 activator – increases activity of human pyruvate kinase M2. P14618. purified PKM2, Kinase-Glo ATP luminescence, activation; response scale: 0% is enzyme alone, no compound. Potency, µM (series often up to 57.5 µM), without a hit: top-dose activation, most hits filed as activators. actives 0.34% (n = 260,000). AID 1631; further: potency means the concentration at half of the fitted maximal effect; on the % scale 0 is the no-effect control and ±100 the full control effect; nearly all actives have a fitted effect of over 55% in size
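Purified hPK-M2 (>95% pure) converted ADP (0.1 mM final) to ATP with 0.5 mM PEP in 50 mM imidazole pH7.2, KCl, MgCl2, Tween 20, BSA; 1 h at room temperature. ATP detected by Kinase-Glo luminescence.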
Menin-MLL TR inh – inhibitors of human menin-MLL interaction, mutant MLL peptide; O00255; Menin + Texas Red MLL mutant peptide, fluorescence polarization; Potency, µM (top dose mostly 61.6 µM), for inactives: at the top dose FP activity change, negative = inhibition, actives largely listed as inhibitors; actives 0.23% (n = 270,000); AID 1768; active means well fitted inhibition curve with a large enough effect in the polarisation, with a control signal flat, not every such curve was filed as active; inconclusive means small, poorly fitted or top-dose-only effect, or effect the other way, or a change in a side signal; inactive means no such curve, though single readings can be large or run the other way; the % refers to the polarisation; further: potency means the concentration at half of the fitted maximal effect; % of control where 0% means no effect; many of its hits are not listed in these tables
ASM inhibitor – blocks human secretory acid sphingomyelinase; placental ASM, HMU-PC fluorogenic substrate, 60 min; P17405; AID 504937; actives 0.006% (n = 340,000); Potency, µM (series often up to 57.5 µM), inactives show at the highest dose activity change, negative = inhibition, actives largely listed as inhibitors; further: potency means the concentration at half of the fitted maximal effect
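Fluorescence read-out (Ex 386 nm, Em 447 nm) after stopping the reaction at pH 10. Enzyme: ASM from human placenta; substrate HMU-PC0, 9 uM final; 60 min, 37 °C. Compound preincubation 10 min, ambient temperature.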
TSG101-PTAP inh – blocks PTAP/TSG101 interaction to inhibit HIV-1 budding. Q99816. Fluorescence polarization, FITC-PTAP peptide / Tsg101 binding. Potency, µM (top dose mostly 115 µM), for the others: at the highest dose activity change, negative = inhibition, actives largely listed as inhibitors. 340,000 tested, under 10 active. AID 493005; active means well fitted inhibition curve with a large enough effect in the main read-out, with a control signal flat, not every such curve was filed as active; inconclusive means small, poorly fitted or top-dose-only effect, or effect the other way, or a change in a side signal; inactive means no such curve, though single readings can be large or run the other way; further: potency means the concentration at half of the fitted maximal effect; % of control where 0% means no effect
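Compounds were pin-transferred onto Tsg101 binding domain (10 uM final) in HEPES pH 7.5 buffer, then FITC-PTAP peptide was added at 50 nM final. After 20 min at RT, polarization reported peptide displacement across a qHTS concentration series.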
The depositor's hits bear a star; i = inactive; ? = inconclusive; · = no result given; & = joins results of further samples; [ ] = remark or other dose. Unless noted, the call rests on the fitted dose curve; in most records, active means well fitted curve in the direction sought with a large enough effect; inconclusive means small, poorly fitted or top-dose-only effect, or another doubt; inactive means no such curve, though single readings can be large; an effect the other way counts as inactive or inconclusive. Some of the compounds tested (hit frequency here may not be typical).

Under each structure: Giardia kill	Integrin act MD	BCR signal inh	B2AR arrestin	GALK inhibitor	FBPA coupling cs	Tb PFK block	PKM2 activator	Menin-MLL TR inh	ASM inhibitor	TSG101-PTAP inh
CC(C)COc1ccc(C2(C#N)CC[N+](C)(C)CC2)cc1
→ -7	-16%	9%	-1.2%	-6%	4	1%	-1%	·	0%	-2%
CCCCn1c(O)c(C(C)=NCCc2ccccc2)c(=O)[nH]c1=O
→ 3	-16%	11%	0.0%	0%	10	0%	17%	0%	-3%	-1%
Cc1ccccc1-n1c(O)c(C=Nc2ccc(N(C)C)cc2)c(=O)[nH]c1=O
→ 4	-59%[inhibitor]	-22%	0.1%	-2%	-3	3%	-1%	-15%	-3%	-1%
CN(C)C(=O)Oc1ccc(-c2cn3cc(C(F)(F)F)ccc3n2)cc1
→ 5	-17%	?	-0.7%	·	-7	8%	-3%	0%	8%	-4%
O=c1[nH]c(=S)n(CCC2=CCCCC2)c(O)c1C=NCCCn1ccnc1
→ -10	-2%	25%	-1.0%	-1%	0	5%	-1%	-10%	1%	0%
COc1cc2c(cc1OC)[C@@]13CCN4CC5=CCO[C@H]6CC(=O)N2[C@H]1[C@H]6[C@H]5C[C@H]43
→ -25	9%	3%	-0.6%	·	-1	0%	11%	-1%	-2%	0%
Cc1nn(Cc2ccc(Cl)cc2Cl)c(Cl)c1C(=O)Nc1ccc(OC(F)F)cc1
→ -2	-8%	2%	0.0%	2%	0	2%	-1%	8%	2%	0%
Cc1ccc(-c2cn3c(=S)[nH]nc3s2)cc1
→ 2	3%	-1%	-0.7%	-2%	1	?	-15%	-11%	1%	-3%
Cc1cc(C(=O)N=Nc2c(O)n(C)c3ccccc23)c(C)o1
→ 11	19%	?	-0.3%	2%	-1	1%	2%	-26%	1%	-4%
COc1ccc(-c2nn(CCC#N)cc2C(=O)Nc2ccccc2Br)cc1
→ 0	15%	-3%	-0.5%	-1%	1	1%	1%	17%	-5%	-5%
O=c1[nH]c(=O)n(CCC2=CCCCC2)c(O)c1C=NCc1cccnc1
→ ?	5%	0%	4.3%	4%	2	2%	1%	-2%	3%	-2%
O=C(Cn1c(=O)oc2ccccc21)N1CCN(c2ccc(N3CCOCC3)nn2)CC1
→ 0	2%	?	-0.6%	0%	-1	2%	-16%	-11%	257%[activator]	-3%
CCN(CC)C(=O)c1ccc(NC(=O)c2ccc(N3CCCC3=O)cc2)cc1
→ -15	11%	2%	0.1%	·	·	-1%	·	·	-1%	-3%
O=C(Cc1ccc(Cl)cc1)Nc1ccccc1N1CCN(C(=O)c2ccccc2)CC1
→ 14	-18%	?	0.1%	5%	·	-2%	-1%	·	-3%	-5%
CCC(C)NC(=O)c1c(N)n(Cc2ccc3c(c2)OCO3)c2nc3ccccc3nc12 (centres undefined)
→ -7	-61%[inhibitor]	?	-0.2%	0%	-37*	-3%	11%	?	i	-1%
C[C@]12CC[C@@H]3c4cc(O)c(O)cc4CC[C@H]3[C@@H]1CC[C@@H]2O
→ 13	·	?	-0.7%	2%	-22	?	?	?	5%	-2%
COC(=O)C1=C(c2ccc(F)cc2F)C[C@@H]2CC[C@H]1N2C(=O)N1CCCCC1
→ 6	16%	1%	0.0%	·	·	2%	·	·	1%	-5%
CN(C(=O)Oc1ccc(F)cc1)c1ccccc1
→ -7	10%	?	9.0%	-4%	-1	1%	2%[11.5 µM]	13%	-4%	-3%
c1ccc2c(CN3CCOCC3)c[nH]c2c1
→ 5	0%	0%	-2.0%	-4%	2	3%	-1%[11.5 µM]	4%	2%	-3%
COc1ccccc1-n1c(O)c(C=Nc2c(C)n(C)n(-c3ccccc3)c2=O)c(=O)[nH]c1=O
→ 13	10%	-7%	-0.1%	-2%	-2	-2%	5%	15%	8%	-15%
CCOC(=O)C1=C(C)OC(N)=C(C#N)C12C(=O)Nc1ccc(C)cc12 (centres undefined)
→ -3	1%	-3%	0.6%	3%	2	-4%	-1%	2%	1%	3%
Cc1ccc(C(=O)N[C@@H](C)CN2C3=NC[C@@H](Cc4ccccc4)N3C[C@H]2Cc2ccc(O)cc2)cc1Br
→ 7	-35%	-15%	-0.1%	-2%	0	7%	0%	?	-11%	·
COc1ccc2c3c([nH]c2c1)C(C)=NCC3
→ 9	·	1%	-1.7%	2%	-3&-8&1&-1	4%	6%	17%[24.8 µM]	9%	-1%
CC(C(=O)c1c[nH]c2ccccc12)N1CCN(C(=O)c2ccco2)CC1 (centres undefined)
→ -10	?	-4%	-0.4%	9%	2	4%	0%	·	7%	0%
CCCCN1CCC(C#N)(Nc2ccccc2)CC1
→ -2	0%	-1%	0.0%	6%	0	-3%	-2%	0%	1%	-6%
CCC(=NCc1cccnc1)c1c(O)n(-c2ccccc2C)c(=O)[nH]c1=O
→ -20	10%	-1%	-0.9%	-1%	0	2%	2%	·	-1%	-3%
Cc1cc(N2CCNCC2)nc2ccccc12
→ 11	-66%[inhibitor]	-29%	-5.0%	·	0	-7%	-5%	0%	15%	0%
Cc1ccc(-c2n[nH]c(=S)n2-c2ccccc2)cc1
→ -11	-9%	17%	0.0%	-2%	0	-11%	6%	?	-1%	-6%
NC(=O)Cn1cc(C(=O)c2ccccc2F)c2ccccc21
→ 36[activator]	0%	-7%	-0.2%	10%	-4	2%	0%	9%	3%	-4%
NP(=O)(OCCCc1ccccc1)Oc1ccccc1Cl (centres undefined)
→ -1	3%	?	-0.9%	·	0	-1%	?	-14%	-2%	-9%
CN(C)C(Cc1ccc(Cl)cc1)C(=O)c1ccccc1 (centres undefined)
→ -2	10%	7%	-0.6%	-3%	1	5%	1%	-15%	-1%	0%
COCCNC(=O)N1[C@H]2CC[C@@H]1C(C(=O)OC)=C(c1ccc(-c3ccccc3)c(F)c1)C2
→ 2	-12%	3%	13%	·	·	0%	·	·	-6%	·
CCCCC(=O)N/N=C/c1c(O)n(Cc2ccc(F)cc2)c(=O)[nH]c1=O
→ 2	13%	?	-0.5%	·	4	-4%	-1%	·	2%	0%
Brc1cc2c(cc1CN1CCN(c3ccccc3)CC1)OCCO2
→ -27	-25%	11%	0.2%	-2%	0	4%	3%	30%[activator]	-3%	0%
CCCCCCn1c(=O)c(C(=O)Nc2ccncc2)c(O)c2ccccc21
→ ·	·	-7%	0.1%	0%	-8	-7%	15%	-9%	·	·
CC1(C)COC(Nc2cccc(Cl)c2)=N1
→ -9	14%	?	0.1%	0%	4	1%	-1%	-2%	6%	-7%
Cc1[nH]c2ccccc2c1CCNCc1ccco1
→ 14	-32%	5%	-0.3%	1%	0	-9%	-4%[0.46 µM]	2%	6%	-3%
c1ccc(CNc2c3c(nc4ccccc24)CCC3)cc1
→ 53[activator]	-64%[inhibitor]	25%	0.0%	-2%	0	6%	5%	·	38%[activator]	-7%
COc1ccc(OP(=O)(Nc2ccccc2)Nc2ccccc2)cc1
→ 2	15%	5%	0.4%	-1%	-2	-4%	-7%	0%	0%	-4%
NP(=O)(Oc1ccccc1Cl)Oc1ccccc1Cl
→ 4	2%	10%	0.1%	-2%	2	3%	0%	0%	-1%	-6%
CC(Cc1ccccc1)[n+]1cc(/N=C(\[O-])Nc2ccccc2)on1 (centres undefined)
→ 2	9%	?	-0.5%	0%	4	0%	-2%	15%	3%	1%

Some of the entries so far, with each value named:
canonical_smiles: Cc1[nH]c2ccccc2c1CCNCc1ccco1
  Giardia kill: 14
  Integrin act MD: -32%
  BCR signal inh: 5%
  B2AR arrestin: -0.3%
  GALK inhibitor: 1%
  FBPA coupling cs: 0
  Tb PFK block: -9%
  PKM2 activator: -4%[0.46 µM]
  Menin-MLL TR inh: 2%
  ASM inhibitor: 6%
  TSG101-PTAP inh: -3%
canonical_smiles: c1ccc(CNc2c3c(nc4ccccc24)CCC3)cc1
  Giardia kill: 53[activator]
  Integrin act MD: -64%[inhibitor]
  BCR signal inh: 25%
  B2AR arrestin: 0.0%
  GALK inhibitor: -2%
  FBPA coupling cs: 0
  Tb PFK block: 6%
  PKM2 activator: 5%
  Menin-MLL TR inh: ·
  ASM inhibitor: 38%[activator]
  TSG101-PTAP inh: -7%

Screens (PubChem BioAssay)
